# ATXN viability: viability counter-screen for ATXN expression inhibitors. S2 cells (HEK-293 line with an ATXN2-luciferase reporter) viability, CellTiter-Fluor protease fluorescence, 24 h. Potency, µM (series often up to 56.7 µM), most hits filed as cytotoxic. 400,000 tested, 0.49% active. AID 651635; also: potency is read from the fitted curve at half-maximal effect; nearly all actives have a fitted effect of over 40% in size
# Nrf2 inh: Nrf2 pathway inhibition; A549 ARE-Fluc reporter, luciferase luminescence, 18-24 h; Potency, µM (series often up to 46 µM), for the others: at the top dose activity change, negative = inhibition, hits mostly inhibitors; 360,000 tested, 2.1% active; AID 504444; also: potency is read from the fitted curve at half-maximal effect; % is scaled to controls: 0 for no effect and ±100 for the full control effect; nearly all actives have a fitted effect of over 60% in size
#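 Concentration-response testing used A549 ARE_Fluc cells at 5000 cells/well. Following an 18-24 h compound incubation, viability was read by fluorescence (Ex 405/Em 525) and luciferase output by luminescence.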
# Nrf2 ARE act: activates Nrf2 signaling; AREc32 ARE-luciferase reporter (MCF7-derived line), luminescence, 24 h; Potency, µM (series often up to 46.1 µM), without a hit: at the top dose activation, most hits filed as activators; 410,000 tested, 0.31% active; also: potency is read from the fitted curve at half-maximal effect; % of control where 0% means no effect; nearly all actives have a fitted effect of over 65% in size
#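 AREc32_Fluc, 1000 cells/well, OPTI-MEM + 5% FBS, o/n 37 deg C 5% CO2; 23 nL cpd by pin tool, 24 hr; Steady-Glo 30 min RT, luminescence.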
# CCT chaperon mod: changes cytosolic chaperonin activity. purified chaperonin ATPase assay, HTRF ADP detection, 30 min. AID 651819. 360,000 tested, 0.3% active. activity change, % (no concentration beside the values), hits read low; in the data active = activity change below about -30%; also: % is scaled to controls: 0 for no effect and ±100 for the full control effect
#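 TRiC (40 or 20 nM final, by batch activity) in 30 mM Tris pH 7.4, 100 mM KCl, 5 mM MgCl2, 1 mM DTT was treated with compound at 76 uM single dose, then 10 uM ATP, 30 min at 37 °C. ADP was read by HTRF Transcreener.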
# pAkt inh: Akt phosphorylation inhibition | AID 651550 | Neuro2A IGF-stimulated pAkt S473 HTRF, 20 min; stronger effect = lower value | 360,000 tested, 0.32% active | activity change, % for hits at 50 µM; in the data active = activity change below about -80%; inconclusive = mostly about -51% to -80%; also: % is scaled to controls: 0 for no effect and ±100 for the full control effect
#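 Neuro2A cells (4,500/well, DMEM with 0.5% FBS) were treated with compound at a single 50 µM final concentration, stimulated with 6 nM IGF for 20 min at 37 °C, and lysed. Phospho-Akt Ser473 was read by HTRF as 665/615 ratio ×10^4.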
# MmCpn inh: M. maripaludis TRiC chaperonin inhibition; purified Mm-Cpn ATPase, ADP Transcreener TR-FRET; Potency, µM (series often up to 76.9 µM), inactives show at the top dose activity, negative = inhibition, most hits filed as inhibitors; 330,000 tested, 0.031% active; also: potency is read from the fitted curve at half-maximal effect; % is scaled to controls: 0 for no effect and ±100 for the full control effect; nearly all actives have a fitted effect of over 80% in size
#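 ATPase read-out: TR-FRET ADP immunoassay (anti-ADP Eu cryptate vs ADP-d2), ex 320 nm, em 590/665 nm; signal drops as ADP forms. Enzyme 25 nM, ATP 10 uM, 30 min at 37°C after 10 min compound preincubation.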
# TGFb SMAD3 inh: blocks TGF-b signaling. 410,000 tested, 1.2% active. AID 588855. HepG2 CAGA-GFP TGF-b/SMAD3 reporter, GFP fluorescence, 18 h; TGF-beta stimulated, 500 pg/mL final. Potency, µM (top dose mostly 46.1 µM), inactives show top-dose activity, negative = inhibition, most hits filed as inhibitors; also: potency is read from the fitted curve at half-maximal effect; % is scaled to controls: 0 for no effect and ±100 for the full control effect; nearly all actives have a fitted effect of over 65% in size
#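 Per well, imaged GFP fluorescence of HEPG2 CAGA-GFP cells gives the signal; cells get compound, then TGF-beta (500 pg/mL final), 18 h at 37 degrees C; %Activity versus -TGF-beta and +DMSO controls.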
# A549 tox: counter-screen for Nrf2 inhibitors: cytotoxicity in A549 cells; 390,000 tested, 0.16% active; A549 ARE-Fluc cells, CellTiter-Fluor viability, 18-24 h; Potency, µM (doses to about 46 µM), inactives show at the top dose activity change, negative = cytotoxicity, hits mostly inhibitors; AID 504648; also: potency is read from the fitted curve at half-maximal effect; % is scaled to controls: 0 for no effect and ±100 for the full control effect
#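 A549 ARE-Fluc cells in 5% FBS OPTI-MEM, 5000 cells/well, rested 2 h then exposed to compounds in concentration-response for 18-24 h at 37 °C. Viability by CellTiter-Fluor fluorescence (Ex 405/Em 525) after 30 min; luciferase luminescence (BugLite, 15 min, RT) read afterwards.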
# HepG2 viability: kills HepG2 cells in TGF-b inhibitor counter-screen; HepG2 CAGA-GFP viability, ATP luminescence, 18 h; Potency, µM (series often up to 46.1 µM), without a hit: top-dose activity change, negative = cytotoxicity, most hits filed as cytotoxic; 410,000 tested, 0.76% active; also: potency is read from the fitted curve at half-maximal effect; some results filed as inactive show a strong effect at the top dose
#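 CellTiter-Glo luminescence gave cytotoxicity after 18 hours at 37 degrees C. The cells were HepG2 CAGA-GFP in 1% FBS DMEM, stimulated with 500 pg/mL TGF-beta after compound addition. %Activity was normalised to no-cell wells (complete cell-killing) and DMSO (no toxicity), and curves were fitted and classified.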
# Starred values were filed as active, the others as inactive; i = inactive; ? = inconclusive; · = not tested or not shown; [ ] = another dose, or the depositor's remark. Unless noted, calls follow the shape of the dose curve; as a rule, active = well fitted curve in the direction sought with a large enough effect; inconclusive = small, poorly fitted or top-dose-only effect, or another doubt; inactive = no such curve, though single readings can be large; an effect the other way counts as inactive or inconclusive.
# Below each compound: ATXN viability	Nrf2 inh	Nrf2 ARE act	CCT chaperon mod	pAkt inh	MmCpn inh	TGFb SMAD3 inh	A549 tox	HepG2 viability
- COc1ccc(OC)c2c(C)cc(N3CCCN(C)CC3)nc12
 : i	14.7%	0.3%	-0.1	i	-2.6%	-31.0%	8.1%	-23.9%
- O=C(C1CCCN(Cc2nc(-c3ccc(Cl)cc3)no2)C1)N1CCOCC1 (stereo unspecified)
 : i	?	0.2%	2.1	i	0.3%	-4.0%	-1.3%	-2.6%
- CC1Cc2ccccc2N1C(=O)CSCC(=O)O (stereo unspecified)
 : i	·	-0.3%	-1.2	i	0.9%	?	2.0%	-3.7%
- Cc1c([N+](=O)[O-])cc(C(=O)Nc2ccc3ncccc3c2)cc1[N+](=O)[O-]
 : i	-1.4%	3.1%	-2.0	i	0.8%	4.5%	3.1%	0.2%
- COc1ccc(-n2c(Cc3cccn3C)nnc2SCC(=O)N2CCOCC2)cc1
 : i	-17.2%	0.1%	0.0	i	-1.3%	19.9%	10.6%	-0.5%
- CCOC(=O)C1(CCOc2ccccc2)CCN(Cc2cccs2)CC1
 : i	-4.7%	-0.1%	-1.5	i	0.5%	2.3%	-8.0%	-26.7%
- Cc1ccccc1NC(=O)Cn1nc(C)c2ccccc2c1=O
 : ?	-4.2%	-0.3%	0.0	i	-1.3%	-4.1%	-2.1%	23.6%
- COc1ccc(CNC(=O)COC(=O)CCc2c[nH]c3ccccc23)cc1
 : i	-8.6%	0.0%	-1.5	i	-6.4%	-22.2%	7.2%	-22.6%
- COCCNC(=O)C1(C)CCCN(C(=O)c2cnc3ccccc3n2)C1 (stereo unspecified)
 : i	·	-0.3%	0.6	i	·	-3.4%	·	-11.9%
- Cc1ccc(-c2n[nH]c(=O)c3ccccc23)cc1S(=O)(=O)NCCN1CCOCC1
 : i	-23.0%	0.5%	-2.8	i	0.1%	-16.9%	-2.4%	-1.2%
- COc1ccc(S(=O)(=O)c2c(O)c3ccc(C(=O)Nc4ccccc4F)cc3[nH]c2=O)cc1
 : i	-6.5%	-0.4%	-0.6	i	3.6%	-6.6%	11.1%	2.8%
- CSc1cccc(NC(=O)CN(C)S(=O)(=O)c2ccc3c(c2)CCCN3C(C)=O)c1
 : ?	·	0.4%	·	·	·	-1.4%	-0.5%	-22.7%
- COc1ccccc1NC(=O)Nc1ccc2c(c1)OCCO2
 : i	4.6%	2.2%	0.2	i	1.0%	1.8%	1.7%	-50.1%
- Cc1n[nH]c(=O)c2c(NC(=O)CSc3cc(Cl)ccc3Cl)oc(C)c12
 : ?	-7.8%	-0.2%	-0.1	i	0.1%	-15.8%	-8.8%	6.3%
- CCOC(=O)C1CCN(CC(O)COC(CC)c2ccccc2)CC1 (stereo unspecified)
 : i	3.1%	-0.1%	-0.7	·	0.0%	-4.5%	-0.6%	-1.1%
- CCN(Cc1ccccc1)S(=O)(=O)c1ccc(S(=O)(=O)N2CCN(CCC#N)CC2)cc1
 : i	-13.5%	0.4%	-0.7	i	1.5%	-1.8%	4.5%	-10.5%
- Cc1ccc(Nc2cc(C)nc(-c3ccccc3)n2)cc1
 : i	?	2.4%	-1.2	i	0.6%	0.0%	1.6%	-20.6%
- COc1ccc(NC(=O)NC2CCCc3ccccc32)cc1OC (stereo unspecified)
 : i	-19.2%	2.9%	-2.2	i	3.6%	-1.3%	-0.5%	-2.9%
- O=C(OC1CSc2nc3ccccc3n2C1)c1ccco1 (stereo unspecified)
 : i	9.5%	0.3%	-0.5	i	-1.8%	-16.2%	-1.9%	-18.5%
- CC(O)(c1ccccc1)c1nc(-c2csc3ccccc23)cs1 (stereo unspecified)
 : i	·	5.5%	-3.3	i	·	?	·	-29.0%

# (cont.)
# Below each compound: ATXN viability	Nrf2 inh	Nrf2 ARE act	CCT chaperon mod	pAkt inh	MmCpn inh	TGFb SMAD3 inh	A549 tox	HepG2 viability
- Cc1[nH]c2ccccc2c1/C=N/NC(=O)c1cc(-c2ccccc2)n[nH]1
 : ?	?	2.2%	0.8	i	-0.3%	-14.7%	-14.8%	23.0%
- COc1ccc(NC(=O)CCOc2ccccc2)cc1
 : i	·	5.2%	0.3	i	-3.3%	-0.3%	8.8%	-12.9%
- O=C(COc1ccccc1Cl)NCCNC(=O)c1cccnc1
 : i	-9.9%	-0.3%	-1.6	i	-0.4%	1.2%	4.1%	-9.0%
- Cc1cc(C)c(NC(=O)CS(=O)CC(=O)Nc2ccc(N3CCOCC3)cc2)c(C)c1 (stereo unspecified)
 : i	-0.6%	0.1%	0.0	i	0.3%	-1.6%	-5.5%	7.1%
- COC(=O)c1cnc(Nc2nc(C(N)COCc3ccccc3)cs2)nc1C(F)(F)F (stereo unspecified)
 : i	·	3.4%	2.0	i	·	?	·	-80.6%
- COc1ccc(CN2C(=O)C(CC(=O)NCCN3CCOCC3)CC(C(=O)N(C(C)C)C(C)C)=C2C)cc1 (stereo unspecified)
 : i	·	0.0%	2.1	i	·	5.3%	·	1.5%
- CCOC(=O)Nc1sc(C)nc1-c1ccccc1
 : i	-5.8%	2.6%	0.5	·	1.5%	4.8%	4.1%	4.6%
- CC(=O)Nc1cc(NC(C)=O)c(CC(C)C)s1
 : i	2.1%	0.1%	-4.1	i	1.3%	0.7%	6.6%	-10.8%
- Cc1cccc(N2CCN(c3ccc(C(N)=O)cc3[N+](=O)[O-])CC2)c1C
 : i	-8.9%	-0.2%	-0.6	i	0.8%	-6.1%	-0.8%	10.6%
- CSCCC(NC(=O)C12CC3CC(CC(C3)C1)C2)C(=O)OCC(=O)c1ccc(C)cc1 (stereo unspecified)
 : i	5.0%	0.0%	-1.4	i	2.1%	0.7%	2.2%	-10.5%
- c1ccc(-n2ncc3c(NCC4CCCO4)ncnc32)cc1 (stereo unspecified)
 : i	?	-0.2%	-1.9	i	3.0%	7.9%	2.6%	-20.1%
- COc1ccc(/C=C/C(=O)OCC(=O)Nc2ccc(S(N)(=O)=O)cc2)cc1OC
 : i	6.8%	-1.1%	-3.5	i	1.6%	1.6%	-1.3%	-12.6%
- N#CCCN(Cc1ccccc1)C(=O)CCC(=O)c1ccc(F)cc1
 : i	·	0.2%	0.3	i	·	1.8%	·	4.5%
- CCCCc1c(Cc2cccc(F)c2)ncn1CCc1ccccc1OC
 : 17.8µM*	·	0.1%	-0.6	i	·	·	·	·
- Cc1ccccc1-n1c(-c2csc(C)c2C)n[nH]c1=S
 : i	-3.1%	5.0%	1.9	i	0.9%	-9.1%	-12.8%	-2.1%
- Cn1cnc(S(=O)(=O)N2CCCC(C(=O)NCc3ccc(F)cc3)C2)c1 (stereo unspecified)
 : ·	·	-0.3%	·	·	·	1.3%	13.3%	-1.8%
- C#CCN1C=CC(=O)[C@@H](O)[C@H]1c1ccccc1Br
 : i	-8.8%	-0.7%	-1.9	i	·	8.5%	0.4%	-0.1%
- COc1cc(C)nc(Oc2ccc(OCCOc3ccccc3)nn2)n1
 : i	1.8%	-0.2%	-2.7	i	0.1%	7.0%	4.7%	4.3%
- CCCOC(=O)c1ccc(O)c(OC)c1
 : i	5.9%	0.7%	-1.9	i	?	-2.8%	1.7%	0.0%
- O=C1[C@H]2[C@@H](c3ccc(C(F)(F)F)cc3)N[C@]3(CCCN(Cc4ccc(Cl)cc4)C3=O)[C@H]2C(=O)N1Cc1ccccc1
 : i	·	-0.6%	-0.7	i	·	-3.5%	·	-30.3%

# Just Nrf2 inh (2 entries from above):
structure	Nrf2 inh
Cc1ccccc1NC(=O)Cn1nc(C)c2ccccc2c1=O	-4.2%
COc1ccc(CNC(=O)COC(=O)CCc2c[nH]c3ccccc23)cc1	-8.6%

# Going on with the list.
# Below each compound: ATXN viability	Nrf2 inh	Nrf2 ARE act	CCT chaperon mod	pAkt inh	MmCpn inh	TGFb SMAD3 inh	A549 tox	HepG2 viability
- CCOC(=O)c1cnc2c(C)cc(C)cc2c1Nc1ccc(N2CCOCC2)cc1
 : i	4.9%	-0.6%	·	·	·	-7.0%	2.3%	-1.3%
- COc1cc(/C=C/c2nc3ccccc3c(=O)[nH]2)cc(Cl)c1O
 : ·	-12.8%	3.4%	-1.5	i	-4.2%	10.5%	0.4%	-2.5%
- COC(=O)c1ccc(/C=N\NC(=O)CC(=O)NCCc2ccccc2)cc1
 : i	-7.1%	-0.6%	-2.5	i	2.7%	-1.9%	2.8%	18.8%
- CC(=O)Oc1ccc(/C=C2/C(=O)N(c3ccccc3)N=C2C)cc1
 : i	-3.9%	3.4%	1.4	i	-11.5%	-0.6%	2.1%	-1.0%
- Cc1nn(CC(=O)NC(C)C(C)C)c(C)c1S(=O)(=O)N1CCCCC1 (stereo unspecified)
 : i	1.0%	-0.7%	-3.0	i	3.4%	39.6%[activator]	7.9%	-1.1%
- Cc1cccc(N2CCN(C(=O)c3ccccc3NC(=O)C3=CSCCO3)CC2C)c1 (stereo unspecified)
 : i	?	0.1%	-1.2	i	-0.2%	2.5%	-5.2%	-1.3%
- CC(C)c1ccc(NC2CCCN(C(=O)c3cnn(C(C)C)c3)C2)cc1 (stereo unspecified)
 : i	?	2.1%	-0.4	i	-2.6%	6.9%	-14.2%	-23.0%
- O=c1cc(-c2ccc(F)cc2)nc(SCc2nc(-c3cccc(Cl)c3)no2)[nH]1
 : ·	·	0.1%	·	·	·	0.0%	6.2%	-29.2%
- COCCN(CC(=O)Nc1cccc(C)c1C)C(=O)c1cc(-c2cccs2)nn1-c1ccccc1
 : ?	?	-0.9%	0.5	i	-15.0%	-23.3%	-14.8%	-9.3%
- Cc1ccccc1OCC(=O)NN1CCN(C)CC1
 : i	-5.6%	-0.7%	-5.0	i	-1.7%	-1.5%	14.2%	0.0%
